# Screens (PubChem)
# zfTRPN1 agonist: zebrafish TRPN1 channel agonists, primary screen, cell-based, HEK293, calcium fluorescence | actives 0.18% (n = 220,000) | transient receptor potential cation channel N1 (TRPN1/NompC), Danio rerio | AID 1424, 2008 | activation, % at 3 µM | HEK293 zebrafish TRPN1-YFP, Fluo-8 calcium fluorescence; 100% = response to 87 µM carbachol;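 active means activation above its plate's cutoff, the mean activation of test wells on that plate plus 3 SD, cut at about 19% in these data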;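 further: 0% = DMSO alone and 100% = 87 µM carbachol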
#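 Material – zebrafish TRPN1-YFP in HEK293 cells · Doses – 3 µM single point · Schedule – dye 1 h 37 °C plus 30 min RT · Signal – Fluo-8 calcium fluorescence, excitation 470-495 nm, emission 515-575 nm · Read-out – % activation versus carbachol response · Control set – carbachol high, DMSO low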
# BaF3 parental: parental Ba/F3 cell viability inhibition, counter-screen for JAK2V617F inhibitor project, murine pro-B, CellTiter-Glo luminescence. AID 1486, 2009. CellTiter-Glo ATP luminescence. actives 1.1% (n = 220,000). inhibition, % at 5.6 µM;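 active means inhibition above a per-campaign cutoff, the mean inhibition of all tested compounds plus 3 SD, cut at about 27% in these data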;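 further: 0% = DMSO wells and 100% = JAK Inhibitor I control wells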
# TRPML3 agonist: human TRPML3 channel agonists, primary screen, cell-based, HEK293 TRPML3-YFP, Fluo-8 calcium fluorescence, 3 µM. Mucolipin-3 (Homo sapiens), Q8TDD5. 100% = the carbachol control signal. activation, % at 3 µM. actives 0.29% (n = 220,000). AID 1448, 2008;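 active means activation above its plate's cutoff, the mean activation of the plate's test wells plus 3 SD, cut at about 12% in these data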;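 further: 0% = DMSO only wells and 100% = carbachol wells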
# Target sequence (Q8TDD5 whole entry, looked up): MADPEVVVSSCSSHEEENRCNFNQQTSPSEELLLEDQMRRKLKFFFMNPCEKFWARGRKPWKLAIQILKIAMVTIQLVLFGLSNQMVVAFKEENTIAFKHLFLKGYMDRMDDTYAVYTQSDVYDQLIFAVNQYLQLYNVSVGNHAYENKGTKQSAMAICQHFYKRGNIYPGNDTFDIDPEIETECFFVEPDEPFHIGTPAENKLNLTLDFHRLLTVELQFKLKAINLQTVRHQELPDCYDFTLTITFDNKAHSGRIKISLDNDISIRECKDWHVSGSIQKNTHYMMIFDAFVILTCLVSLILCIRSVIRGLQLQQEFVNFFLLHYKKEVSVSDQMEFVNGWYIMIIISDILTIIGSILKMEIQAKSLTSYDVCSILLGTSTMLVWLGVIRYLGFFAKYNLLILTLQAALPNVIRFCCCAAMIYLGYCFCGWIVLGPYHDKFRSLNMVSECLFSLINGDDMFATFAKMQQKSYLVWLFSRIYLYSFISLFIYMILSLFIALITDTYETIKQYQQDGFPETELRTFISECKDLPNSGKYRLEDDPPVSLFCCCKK
#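 Test system – HEK293 line with stable expression of human TRPML3-YFP channel · Control set – carbachol 87 µM final as high control (100%), DMSO as low control (0%) · Signal – Fluo-8 calcium dye fluorescence, ex 470-495, em 515-575 nm · Incubation – 1-h 37 °C dye load, 5-s basal, 120-s post-compound reads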
# RBBP9 inhibitor: human RBBP9 inhibitors, primary screen, biochemical, fluorescence polarization, FP-Rh probe, HTS | Serine hydrolase RBBP9 (Homo sapiens), O75884 | recombinant RBBP9 | inhibition, % at 7.94 µM | actives 0.2% (n = 220,000);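 active means inhibition above the campaign mean of all tested compounds plus 3 SD, cut at about 14% in these data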;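 further: plate controls were DMSO wells with RBBP9 for no effect and wells lacking RBBP9 protein for full effect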
# Target sequence (O75884 whole entry, looked up): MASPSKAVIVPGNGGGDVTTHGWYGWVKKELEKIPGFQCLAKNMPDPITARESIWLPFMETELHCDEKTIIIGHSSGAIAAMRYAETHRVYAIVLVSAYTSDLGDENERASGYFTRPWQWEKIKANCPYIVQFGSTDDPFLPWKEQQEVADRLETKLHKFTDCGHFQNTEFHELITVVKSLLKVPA
#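 Measured by: FP readout at 525/598 nm; material: recombinant human RBBP9; also added: Serine-hydrolase probe FP-Rh, 375 nM pre-mixing; medium: Tris buffer pH 8.0, NaCl, Pluronic; replication: one well per compound; doses: one concentration, 7.94 µM nominal, 0.794% DMSO; timing: preincubation 30 min plus labeling 45 min at 25 °C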
# Ba/F3 V617F tox: reduced viability of JAK2V617F-dependent Ba/F3 cells, primary screen, JAK2V617F inhibitor project, cell-based, Ba/F3 EpoR-JAK2V617F, luminescence; ATP luminescence; inhibition, % at 5.6 µM; actives 1.1% (n = 220,000); AID 1446, 2008;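 active means inhibition above the campaign mean plus 3 SD over all tested compounds, cut at about 24% in these data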;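 further: cytokine-independent growth of Ba/F3 cells driven by EpoR plus mutant JAK2; 0% = DMSO-treated cells and 100% = JAK inhibitor I control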
# TNF necrop inh: inhibitors of TNF-alpha triggered necroptosis, primary screen, cell-based, Jurkat FADD-/-, single concentration; AID 463075, 2010; actives 0.068% (n = 220,000); Jurkat FADD-/- TNF necroptosis rescue, ATP luminescence, 24 h; 0 = TNF only, 100 = no-TNF cells; activation (protection from cell death), % at 10 µM;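 active means activation, meaning protection from cell death, of at least 50% relative to plate controls; inactive means activation below 50%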;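 further: necroptosis triggered by 40 ng/mL TNF-alpha added together with compound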
# CHOP inhibitor: inhibitors of CHOP promoter induction, primary screen, cell-based, unfolded protein response, luciferase reporter. CHO-K1 CHOP-promoter luciferase, tunicamycin-induced, 15-18 h. inhibition, % at 10 µM. actives 3.8% (n = 220,000);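 active means compounds that reduced the stress-induced luciferase reporter signal by more than about 70% of percent inhibition, limit read from the data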;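 further: 0% = tunicamycin plus vehicle and 100% = wells without tunicamycin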
# Wee1 stabilizer: Wee1 degradation inhibitors, primary screen, cell-based, HeLa, Wee1K328M-luciferase, luminescence. HeLa Luc-Wee1K328M stability; 100% = proteasome inhibitor MG132 effect. reporter increase, % at 5 µM. actives 1.2% (n = 220,000);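 active means activation above the mean of all tested compounds plus 3 SD, set per screening run, cut at about 8.8% in these data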;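 further: cells exposed to compound for 20 h before luminescence read; 0% = DMSO alone and 100% = MG132 at 30 µM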
# PPC-1+TRAIL kill: compounds killing PPC-1 cancer cells with TRAIL present, primary screen, TRAIL potentiator project, ATPLite luminescence, uHTS; AID 1443, 2008; PPC-1 cells + TRAIL, ATPLite viability luminescence; cell killing (% activity), % at 4 µM; actives 0.41% (n = 220,000);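 active means cell killing above 50% in the first pass at 4 µM, then a duplicate retest at 5 µM averaging 50% or more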;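 further: plate controls were cells with TRAIL plus DMSO for no effect and medium-only wells lacking cells for full effect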
# Numbers without * were called inactive; · = not tested or not shown. Compounds as they come. About 6.8% of those tested had a hit in this group.
# Under each structure: zfTRPN1 agonist	BaF3 parental	TRPML3 agonist	RBBP9 inhibitor	Ba/F3 V617F tox	TNF necrop inh	CHOP inhibitor	Wee1 stabilizer	PPC-1+TRAIL kill
1: CCN(CC(=O)N1CCN(c2ccccc2)CC1)S(=O)(=O)c1ccc(C)cc1
    1.2	2.6	1.5	8.5	-2.1	2.2	20.2	-1.7	33.4
2: Cc1nc(N=C(N)N)nc2ccccc12
    2.6	19.9	1.0	-2.9	33.5*	3.9	9.2	-1.7	9.6
3: COc1cccc(CNC(=S)Nc2cc(C)cc(C)c2)c1
    -1.6	5.8	-1.4	-5.3	1.3	-7.2	5.4	1.5	39.9
4: Cc1cccn2c(=O)c3cc(C(=O)NC4CCS(=O)(=O)C4)sc3nc12 (stereo not given)
    0.3	8.9	0.1	-1.2	-0.9	-2.3	-14.6	-0.7	5.6
5: CCOc1cnc(-c2ccccc2F)o1
    -0.4	-0.6	0.5	2.1	-2.8	0.2	7.9	6.4	-5.4
6: COC(=O)c1cc(NS(=O)(=O)c2cccc(Cl)c2)ccc1N1CCOCC1
    1.8	5.3	0.4	2.1	5.4	1.3	0.8	-1.0	10.4
7: CC(O)C(NS(=O)(=O)c1ccc(Cl)cc1)C(=O)OCc1nnc(-c2ccccc2)o1 (stereo not given)
    1.6	2.5	-0.4	-2.5	-4.7	-1.1	-19.7	1.4	13.7
8: Nc1nc(CN2CCN(Cc3ccccc3)CC2)nc(Nc2ccc3c(c2)OCCO3)n1
    0.4	3.0	2.4	0.0	1.8	-1.4	27.2	1.9	26.5
9: CCN(CC)c1cc(CS(=O)c2ccccc2)nc(-c2ccccc2)n1 (stereo not given)
    -1.6	7.0	0.3	-0.3	2.0	-2.5	·	-2.6	·
10: O=C(O)CN1CCN(Cc2ccccc2F)C1=O
    0.9	3.3	1.2	-3.1	0.0	0.6	8.4	0.6	8.5
11: COc1cc(NS(=O)(=O)c2ccc3c(c2)n(C)c(=O)n3C)cc(OC)c1
    0.5	9.2	0.5	-7.0	6.8	-3.4	15.3	-0.8	-29.3
12: CC(C)OC(=O)NCN1C(=O)C2C3C=CC(C3)C2C1=O (stereo not given)
    -0.6	-1.3	-0.2	2.5	-1.3	0.3	-6.2	0.6	17.2
13: O=C(Nc1ccccc1)Nc1nnc(COc2ccccc2F)s1
    0.3	2.8	0.9	-7.9	-3.9	4.8	9.5	2.0	-10.0
14: C/C(=N/NC(=O)c1cc(-c2ccc(Cl)s2)[nH]n1)c1ccco1
    0.6	-1.2	0.6	-12.6	1.0	1.3	20.8	-2.3	28.9
15: CCN(CC)C(=O)CSc1nnc2nnc3cc(C)ccc3n12
    2.4	2.0	0.7	1.6	0.0	-2.7	17.5	-2.4	6.4
16: COc1ccccc1NC(=O)Nc1c(C)n(C)n(-c2ccccc2)c1=O
    -0.8	2.0	0.1	-7.3	-0.5	-1.7	-36.8	0.8	9.7
17: Cc1ccc(NS(=O)(=O)c2ccc(-c3csc(C)n3)s2)c(C)c1
    0.1	0.0	-0.5	-10.6	-2.8	8.1	28.8	-3.3	3.0
18: CCN(CC)S(=O)(=O)c1ccc(C)c(NC(=O)COc2ccc(Br)cc2Cl)c1
    0.8	9.6	0.1	1.4	8.3	1.0	88.0*	-3.3	35.5
19: COc1ccc(C(=O)NCc2nnc(SCC(=O)N3CCOCC3)o2)cc1
    -0.2	4.3	0.8	-13.7	4.3	0.7	5.7	1.8	26.5
20: O=C(NCCN1CCOCC1)C(=O)NCc1ccco1
    2.1	6.4	0.5	-4.9	0.7	-0.1	4.7	-1.0	7.4
21: CCOC(=O)c1nnc(-c2cccs2)nc1Oc1ccccc1C(=O)OC
    0.6	5.4	1.0	-1.7	0.9	-5.7	-1.0	-1.7	15.7
22: CCn1cc(/C=N/NC(=O)c2ccc3c(c2)OCO3)c(C)n1
    -0.2	4.1	0.8	-11.2	-1.0	-0.4	8.5	-2.2	30.6
23: C=C(C)C(=O)NNc1ccccc1
    0.2	1.7	0.4	-3.1	-2.0	3.7	-30.1	-2.5	1.4
24: COc1ccc(NC(=O)CC23CC4CC(C2)CC(n2nnc(C)n2)(C4)C3)cc1
    0.8	2.9	0.6	-2.6	3.3	0.5	9.3	-0.9	8.3
25: O=C(COC(=O)c1cccc(C(=O)OCC(=O)c2ccc(Br)cc2)n1)c1ccc(Br)cc1
    0.2	3.7	0.3	10.5	-2.4	-0.1	4.3	0.3	19.0
26: O=C(O)COc1ccccc1/C=N/NC(=O)CSc1nnc(SCc2ccc(Cl)cc2)s1
    1.2	-3.8	0.8	1.4	-2.5	-9.0	12.5	3.8	-3.5
27: CC(O)Cn1cnc2c1c(=O)n(C)c(=O)n2C (stereo not given)
    -1.0	3.4	0.4	-6.3	-0.7	-0.1	24.2	1.2	9.5
28: Cn1c(=O)c2c(ncn2CC(=O)OCC(=O)NC2CCCc3ccccc32)n(C)c1=O (stereo not given)
    -1.0	4.8	1.1	-5.9	-1.3	-1.1	-9.1	1.7	12.5
29: Clc1ccc(-n2nnnc2SCc2cn3ccccc3n2)cc1
    -1.5	3.6	0.1	-10.9	-2.3	1.1	-28.2	-1.3	15.0
30: CCOc1ccc(NC(=O)NNC(=O)c2ccc(CC)s2)cc1
    0.5	5.8	0.3	-9.9	-2.7	0.2	3.7	-2.1	15.9
31: COC(=O)CSc1nccc(-c2cccs2)n1
    0.4	8.0	0.9	-5.5	-0.5	0.7	-10.9	2.0	-2.9
32: CCN(CC(=O)NCc1ccccn1)S(=O)(=O)c1ccc(Cl)cc1
    -0.6	-2.0	0.7	0.1	-5.3	-0.4	-12.9	-2.0	-2.4
33: CC(/C=N/n1cnnc1)=C\c1ccco1
    2.2	1.6	0.9	-3.4	-1.7	0.6	15.5	1.0	-5.9
34: O=CN/C=C/c1cc(O)ccc1O
    3.6	0.8	0.3	39.4*	3.9	-27.9	-28.6	2.2	19.9
35: CCOc1ccc(S(=O)(=O)NN=C2CCN(C(C)=O)CC2)cc1
    0.5	1.1	0.5	-2.7	1.7	0.1	0.9	-1.8	-2.5
36: CN(C)c1cccc(C(=O)n2cc(C(=O)c3cc(F)ccc3O)cn2)c1
    0.4	3.1	0.7	-2.8	0.4	-5.8	21.7	-1.0	2.0
37: CCc1nnc(NC(=O)CCC(=O)NCC2CCCO2)s1 (stereo not given)
    1.1	6.4	1.0	-0.6	-1.9	-0.3	-4.0	-2.1	35.3
38: CCN(CC)c1ccc(/C=N\NC(N)=O)cc1
    0.1	3.5	0.3	-6.4	1.2	0.3	-15.0	-2.8	-12.1
39: Cc1ccc(-c2nc3ccccc3c(=O)n2-c2c(C)n(C)n(-c3ccccc3)c2=O)cc1
    -0.5	2.1	0.2	-4.7	-6.5	3.1	8.2	7.5	-4.8
40: Cc1cc(Cl)c(S(=O)(=O)Nc2ccon2)cc1OCC(=O)NC1CCCCC1
    -0.5	3.2	0.1	-8.2	-3.2	0.6	9.2	2.4	-14.8
41: CC(C)CC(=O)Nc1cccc(NC(=O)c2ccccc2Cl)c1
    1.5	3.5	0.7	2.2	-1.8	2.8	25.7	-2.6	6.3
42: O=C(Cn1ncc2c1-c1ccccc1OC2)N1CCN(c2ccccn2)CC1
    1.4	2.9	0.9	2.6	-0.9	-1.1	12.7	-1.1	36.2
43: O=C(c1cc2ccccc2oc1=O)N(Cc1cccs1)Cc1ccccc1Cl
    -1.0	7.2	0.0	-5.0	-1.0	-0.6	15.9	-0.9	-4.5
44: CCc1ccc(OCC(=O)c2c(O)c3ccccc3oc2=O)cc1
    0.2	0.4	0.5	-1.2	-1.7	1.1	5.3	-1.8	6.8
45: CCCN1CCN(S(=O)(=O)c2ccc3c(c2)OCCO3)CC1
    2.0	4.2	0.2	-1.7	4.6	0.4	5.3	-0.7	19.9
46: CCOC(=O)CC(=O)CSc1ccc2nnc(-c3ccccc3)n2n1
    -0.4	1.8	-0.2	0.0	1.2	-1.9	-30.7	-3.2	12.1
47: COc1ccc(C(=O)Nc2cc(C)cc(C)c2)cc1S(=O)(=O)N1CCOCC1
    -1.4	5.1	-1.6	-4.8	-2.0	1.1	-14.7	-1.7	2.4
48: O=C(/C=C/c1ccco1)NC(=S)Nc1cc(C(F)(F)F)ccc1N1CCOCC1
    0.6	6.2	0.7	-8.6	0.3	0.8	-12.7	-0.7	15.1
49: O=C(COC(=O)c1cccs1)NCCN1C(=O)CSC1=O
    1.6	0.2	0.2	-6.7	-1.4	0.7	4.8	5.7	9.5
50: O=C(CSc1nnc(C2COc3ccccc3O2)o1)Nc1ccc(F)cc1Cl (stereo not given)
    3.0	4.2	2.1	4.2	-0.8	2.1	-28.0	-3.6	22.3
51: Cc1cnc(CNC(=O)c2ccc(OC3CCN(C(=O)C4CC4)CC3)cc2)cn1
    1.8	0.3	0.7	-6.7	0.4	0.8	43.4	3.5	0.0
52: CCOc1ccc(CC2S/C(=N/c3ccccn3)NC2=O)cc1 (stereo not given)
    -1.3	5.0	-0.8	-4.8	2.4	-0.3	-20.9	-3.4	10.3
53: Cc1[nH]c2ccccc2c1-c1csc(NC(=O)CN2CCOCC2)n1
    4.0	11.7	1.7	-0.6	3.1	-0.3	4.4	-0.4	1.4
54: O=C(COn1nnc2ccc(Cl)cc21)NC12CC3CC(CC(C3)C1)C2
    -1.1	7.3	4.9	-12.3	5.9	1.4	63.0	3.7	-19.0
55: O=C(O)/C=C/c1cccc2c1OCCO2
    0.0	-2.4	1.2	-4.5	-0.9	2.3	-2.7	-2.2	-12.6
56: Cc1ccc(NNC(=S)Nc2ccc(C(C)C)cc2)c(C)c1
    0.5	2.7	1.0	-9.1	-0.8	-2.6	105.5*	6.8	13.3
